# hERG protect – hERG rescue from dofetilide block, primary screen, cell-based, CHO-hERG, FluxOR thallium flux, dofetilide IC70; dofetilide IC70 present; Voltage-gated inwardly rectifying potassium channel KCNH2 (Homo sapiens), Q12809; AID 1511, 2009; 310,000 tested, 0.51% active; activation (rescue from dofetilide block), less the hit threshold, % at 10 µM;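 active = activation above the mean of controls blocked by dofetilide plus 5 SD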;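 also: thallium influx through hERG after potassium depolarization seen as dye fluorescence rise; in these data hits start at about 4.7%; inactives centre near -7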
# KCNK3 inh – human KCNK3 channel inhibitors, primary screen, CHO cells, FluxOR thallium flux, B-score; Potassium channel subfamily K member 3 (Homo sapiens), O14649; FluxOR fluorescence; hits give low values; B-score at 10 µM; 340,000 tested, 0.84% active; AID 602410, 2012;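 active = B-score under library mean minus 4 SD, starting fluorescence ratio at most library mean plus 5 SD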;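 also: more negative B-score means stronger inhibition of thallium flux through KCNK3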
# HDAC3 inh – HDAC3 deacetylase inhibitors, primary screen, biochemical, fluorescence, cell-free homogeneous; recombinant HDAC3, fluorogenic peptide/trypsin coupled; inhibition, % at 8.3 µM; 320,000 tested, 0.15% active; in the data active = inhibition above about 26%, passing the limit was not always enough
# Target sequence (O15379 whole entry, looked up): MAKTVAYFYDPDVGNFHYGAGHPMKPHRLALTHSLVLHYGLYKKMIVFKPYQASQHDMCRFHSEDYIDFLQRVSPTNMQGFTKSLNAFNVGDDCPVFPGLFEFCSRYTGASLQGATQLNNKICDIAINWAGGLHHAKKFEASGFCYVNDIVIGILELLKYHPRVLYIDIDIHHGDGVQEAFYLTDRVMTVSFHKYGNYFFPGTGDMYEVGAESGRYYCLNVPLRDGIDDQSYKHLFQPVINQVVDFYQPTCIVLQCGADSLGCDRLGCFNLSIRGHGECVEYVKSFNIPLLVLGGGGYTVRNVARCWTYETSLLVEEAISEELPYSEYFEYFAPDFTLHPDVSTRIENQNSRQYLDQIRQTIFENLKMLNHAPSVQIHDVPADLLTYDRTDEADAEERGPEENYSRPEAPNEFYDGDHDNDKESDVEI
# RGS4 pot – RGS4 potentiators or activators, primary screen, cell-based, HEK293 M3R inducible RGS4, calcium flux; carbachol calcium flux Fluo4; hits give low values; B-score at 10 µM; 310,000 tested, 0.92% active;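 active = B-score of the integrated calcium signal more than 4 SD below the library mean, with starting fluorescence not abnormally high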;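 also: negative B-score means reduced calcium response which marks RGS4 activation or potentiation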
#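 Detection: kinetic calcium fluorescence imaging with Fluo4-AM dye, 2 µM / Material: HEK293 cells with stable M3R and inducible RGS4 / Schedule: recording 10 s baseline at 1 Hz, 100 s post-agonist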
# GSK3beta inhib – human GSK3beta kinase inhibitors, primary screen, biochemical, cell-free homogeneous, HTS | activity score (negative = inhibition), % at 10 µM | AID 2097, 2009 | GST-GSK3beta kinase, ADP-Glo luminescence, 60 min; hits give low values | 300,000 tested, 0.038% active;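 active = more than half of replicate wells score below -50%, meaning over 50% inhibition versus plate controls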;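 also: 0% = median DMSO wells and -100% = median GW8510 positive control wells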
#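 Test system: GST-fused GSK3beta enzyme, cell-free | Quantity: 1.6 ng GST-GSK3beta enzyme per well | Reagent: 25 µM ATP with peptide substrate | Schedule: 60 min enzyme reaction, room temperature | Signal: Luminescent ADP-Glo measurement of ADP formed | Read-out basis: Score relative to plate controls | Control set: DMSO and 20 µM GW8510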
# KCNK9 block – KCNK9 potassium channel inhibitors, primary screen, HEK293 cells, thallium flux; Potassium channel subfamily K member 9 (Homo sapiens), Q9NPC2; FluxOR thallium flux fluorescence; hits give low values; B-score at 10 µM; 310,000 tested, 1.2% active; AID 488922, 2010;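 active = ratio B-score over 3 SD below the library mean, with starting fluorescence within 5 SD of its mean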;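 also: negative B-score means less thallium flux so channel inhibition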
# KCNQ1 inh – inhibitors of human KCNQ1 channel, primary screen, cell-based, thallium flux, high-throughput; Potassium voltage-gated channel subfamily KQT member 1 (Homo sapiens), P51787; CHO-K1 KCNQ1, FluxOR thallium flux fluorescence; hits give high values; B-score at 10 µM; 310,000 tested, 1.3% active;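 active = compounds whose thallium flux B-score, printed positive for inhibition, exceeds three library SD while starting fluorescence stays within three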;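 also: channel opened by potassium depolarization with thallium stimulus after 20 min compound exposure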
# PolyA inh – polyadenylation inhibitors in yeast reporter cells, primary screen, luminescence, S. cerevisiae. S. cerevisiae SKY197-pL101 polyadenylation reporter, beta-gal luminescence; efflux-impaired pdr1/pdr3 knockout yeast; score 100 = 6 SD above DMSO. calls only at 12 µM. 300,000 tested, 0.02% active. AID 1875, 2009;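 active = lowest replicate activity score at least 50, where 100 means six control SD above control mean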;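 also: yeast exposed to compound for 9 h at 30 °C; higher score means more reporter readthrough which indicates perturbed polyadenylation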
# Dyrk1A ADPGlo – rat Dyrk1A kinase inhibitors, primary screen, biochemical, single point, plate reader. 310,000 tested, 0.43% active. inhibition, % at 12.5 µM. ADP-Glo luminescence, NFATc1 peptide; in the data active = inhibition above about 50%;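 also: plate controls were vehicle with enzyme for no effect and no enzyme for full effect; many of its hits are not listed in these tables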
# KCNQ1 pot – potentiators or activators of KCNQ1 channel, primary screen, cell-based, thallium flux, high-throughput; Potassium voltage-gated channel subfamily KQT member 1 (Homo sapiens), P51787; CHO-K1 KCNQ1, thallium flux FluxOR fluorescence; hits give high values; B-score at 10 µM; 310,000 tested, 0.35% active; AID 2648, 2010;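 active = fluorescence ratio B-score, a plate-corrected score, at least three library SD, with initial intensity B-score within 5 SD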
#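 assay system = KCNQ1-transfected CHO-K1 cells | medium = assay buffer with matched DMSO | probe or stimulus = depolarizing K+/Tl+ stimulus, K2SO4 and Tl2SO4 each 12.5 mM in 5x stock | dosing = single dose | incubation = dye 90 min, compound 20 min, room temperature | detection = kinetic FluxOR fluorescence, 10 s baseline plus 110 s post-stimulus | evaluation = ratio B score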
# GSK3 alpha inh – blockers of GSK3A enzyme activity – biochemical, luminescence, cell-free homogeneous, HTS, primary screen. Glycogen synthase kinase-3 alpha (Homo sapiens), P49840. GSK-3 alpha kinase, ADP-Glo luminescence, 60 min. inhibition, % at 10 µM. 320,000 tested, 0.1% active. AID 2650, 2010;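 in the data active = inhibition above about 50%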;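 also: GST-tagged GSK-3 alpha with peptide substrate and 25 µM ATP; 0% = DMSO neutral wells and 100% = GW8510 positive control wells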
# Target sequence (P49840 whole entry, looked up): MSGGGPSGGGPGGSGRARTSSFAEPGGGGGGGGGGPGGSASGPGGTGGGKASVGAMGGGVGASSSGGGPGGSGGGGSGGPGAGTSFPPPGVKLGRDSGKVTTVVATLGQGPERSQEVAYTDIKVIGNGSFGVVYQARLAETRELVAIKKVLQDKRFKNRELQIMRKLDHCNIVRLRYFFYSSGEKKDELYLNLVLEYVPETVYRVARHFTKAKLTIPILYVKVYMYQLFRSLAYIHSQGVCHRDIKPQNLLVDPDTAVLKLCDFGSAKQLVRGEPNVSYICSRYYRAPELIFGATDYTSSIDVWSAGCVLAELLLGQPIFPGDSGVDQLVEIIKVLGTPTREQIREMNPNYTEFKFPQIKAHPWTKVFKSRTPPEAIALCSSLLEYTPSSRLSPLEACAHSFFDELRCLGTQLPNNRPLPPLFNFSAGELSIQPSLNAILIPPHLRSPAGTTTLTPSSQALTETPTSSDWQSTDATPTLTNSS
# * hit, by the source's call; i = inactive; / = no result given. Some of the compounds tested; the hit share may differ from the screen's.
compound	hERG protect	KCNK3 inh	HDAC3 inh	RGS4 pot	GSK3beta inhib	KCNK9 block	KCNQ1 inh	PolyA inh	Dyrk1A ADPGlo	KCNQ1 pot	GSK3 alpha inh
CCc1cccc(NC(=O)C2CCCN2C(=O)Nc2ccc(C)cc2)c1 (stereo unspecified)	-3	i	5	i	0	i	i	i	-7	i	-4
c1cncc(CSc2ccc(-c3ccc4c(c3)OCO4)nn2)c1	-9	i	6	i	0	i	i	i	3	i	3
COC(=O)c1c(NC(=O)c2ccccc2N(C)S(=O)(=O)c2ccccc2)sc2c1CCCC2	-7	i	/	i	1	i	i	i	5	i	/
O=c1cnnc(SCc2ccc([N+](=O)[O-])cc2)[nH]1	-11	i	-3	i	4	i	i	/	-4	i	2
COc1cc(C(F)(F)F)ccc1C(=O)NCCc1ccco1	-3	i	-1	i	-3	i	i	i	-2	i	1
Cc1cccc(OCC(=O)Nc2nnc(S(=O)(=O)N3CCCCC3)s2)c1	-9	i	2	i	-21	i	i	i	0	i	-1
COc1ccc(NC(=O)C(C)Sc2ccccc2)cc1 (stereo unspecified)	-2	i	-6	i	4	i	i	i	3	i	-2
Cc1ccccc1OCC(=O)NCC(=O)OCC(=O)c1ccc2ccccc2c1	-12	i	-5	i	-4	i	i	i	3	i	0
Cc1nc2c(c(=O)c3ccccc3n2C)c(=O)n1-c1ccc(F)cc1	-9	i	1	i	3	i	i	i	-3	i	-1
O=C(COC(=O)Cc1c(Cl)cccc1Cl)NCC1CCCO1 (stereo unspecified)	0	i	-2	i	-2	i	i	i	6	i	-1
Cc1cc(NCc2ccco2)n2ncnc2n1	0	i	1	i	-3	i	i	i	4	i	1
CC(=O)N1CCN(c2nc(N)c(C#N)c(CC#N)c2C#N)CC1	-7	i	4	i	3	i	i	i	15	i	4
Cc1ccc(C2C(C#N)=C(N)OC3=C2C(=O)CC(C)(C)C3)s1 (stereo unspecified)	-2	i	3	i	3	i	i	i	-1	9*	-4
CC(C)(C)c1ccc(S(=O)(=O)NNC(=O)c2cc3ccccc3[nH]2)cc1	-15	i	6	i	-1	i	i	i	6	i	0
CCCC1=C(C(=O)OCC)C(/C=C/c2ccccc2)n2ncnc2N1 (stereo unspecified)	-6	i	3	i	/	i	i	i	6	i	3
COc1ccccc1CN1CCNC(=O)C1CC(=O)O (stereo unspecified)	-7	i	1	i	-3	i	i	i	-1	i	-1
CCc1cc(C(=O)N2CCOCC2)c(NC2=NS(=O)(=O)c3ccccc32)s1	-4	i	1	i	-1	i	i	i	-2	i	1
CCOC(=O)C1=C(CSc2nc(C)cc(C)c2C#N)OC(N)=C(C#N)C1c1ccccc1 (stereo unspecified)	-16	i	-3	i	1	-14*	i	i	1	i	0
N#Cc1c(N(CCO)CCO)nc(N)c2c(N)nc3c(c12)CC(=O)N3CC1CCCO1 (stereo unspecified)	-6	i	-10	i	-1	i	i	/	-1	i	12
COc1ccc(N2CCN(C(=O)c3ccc(NS(=O)(=O)c4ccccc4)cc3)CC2)cc1	-9	i	11	i	3	i	i	i	4	i	-2
O=C(CCn1ccc([N+](=O)[O-])n1)Nc1nccs1	-9	i	-1	i	-4	i	i	i	-3	i	5
CC(=O)OC1COC(N2CCc3ccccc32)C(OC(C)=O)C1OC(C)=O (stereo unspecified)	-11	i	-2	i	-2	i	i	i	7	i	-1
CC(=O)NCCC(=O)Nc1cc(F)ccc1C	-8	i	-4	i	2	i	i	i	0	i	-4
COc1cc(OC)cc(C(=O)NCc2n[nH]c(=S)n2-c2ccccc2)c1	-2	i	12	i	1	i	i	i	-1	i	-2
COc1ccc(-c2cn3c(n2)CCC3)cc1	-2	i	4	i	2	i	i	i	-4	i	-3
CN(CCC#N)C(=O)COC(=O)c1ccccc1OCc1ccccc1Cl	-11	i	-7	i	-3	i	i	i	-7	i	0
CN(C)S(=O)(=O)c1ccc(N2CCCC2)c(C(=O)N2CCN(S(=O)(=O)c3ccccc3F)CC2)c1	-19	i	10	i	5	i	i	i	1	i	-1
CCOC(=O)N1CCN(C(=O)CN(Cc2ccccc2)S(C)(=O)=O)CC1	-1	i	0	i	1	i	i	i	3	i	1
COC(=O)c1cccc(N2CCCC2=O)c1	-10	i	/	i	1	i	i	i	5	i	0
Cc1cc(C)cc(NC(=O)CSc2nnc(-c3ccncc3)o2)c1	-11	i	-4	i	1	i	i	i	-2	i	-2
O=c1c(Cc2c(F)cccc2Cl)c(O)ccn1C1CC1	1	i	0	i	-1	i	i	i	2	i	-2
CCOC(=O)c1noc(C)c1C(=O)Nc1nc(C)cc(C)n1	-4	i	10	i	3	i	i	i	0	i	-2
COc1ccc(/C=C/CN2CCC(n3nccc3NC(=O)C3CCCC3)CC2)cc1	-3	i	-2	i	2	i	i	i	-1	i	1
COc1ccc(-c2nnn(CC(=O)N(CC(=O)NCCC(C)C)c3ccccc3)n2)cc1OC	-8	i	2	i	5	i	i	i	/	i	0
Cc1nnc(SCC(=O)c2ccc(S(=O)(=O)N3CCOCC3)cc2)n1-c1ccccc1	-6	i	-8	i	1	i	i	i	/	i	-2
Cc1ccc(C(=O)Nc2nc(C)c(C(=O)Nc3ccc4c(c3)CCC4)s2)cc1	-9	i	4	i	1	i	i	i	-1	i	-3
CCOc1ccc(N2CC(C(=O)Nc3ccccc3N3CCCC3)CC2=O)cc1 (stereo unspecified)	-16	i	3	i	-4	i	i	i	-1	i	-1
Cc1nnc(C)c2c(C)n(C(c3ccccc3)c3ccccc3)c(C)c12	-22	i	-1	i	3	i	i	/	4	i	-2
COc1cc(/C=N/N2CCN(C3c4ccccc4-c4ccccc43)CC2)cc(OC)c1O	-9	i	0	i	0	i	i	i	-6	i	-2
Cc1ccccc1NC(=O)CCC(=O)N/N=C/c1cc([N+](=O)[O-])ccc1O	-10	i	-3	i	-23	i	i	i	1	i	0

# Retrieved by compound from above, 3 records:
compound	hERG protect	KCNK3 inh	HDAC3 inh	RGS4 pot	GSK3beta inhib	KCNK9 block	KCNQ1 inh	PolyA inh	Dyrk1A ADPGlo	KCNQ1 pot	GSK3 alpha inh
O=C(CCn1ccc([N+](=O)[O-])n1)Nc1nccs1	-9	i	-1	i	-4	i	i	i	-3	i	5
CCOc1ccc(N2CC(C(=O)Nc3ccccc3N3CCCC3)CC2=O)cc1 (stereo unspecified)	-16	i	3	i	-4	i	i	i	-1	i	-1
CN(CCC#N)C(=O)COC(=O)c1ccccc1OCc1ccccc1Cl	-11	i	-7	i	-3	i	i	i	-7	i	0

# Later entries:
compound	hERG protect	KCNK3 inh	HDAC3 inh	RGS4 pot	GSK3beta inhib	KCNK9 block	KCNQ1 inh	PolyA inh	Dyrk1A ADPGlo	KCNQ1 pot	GSK3 alpha inh
COC(=O)C1C(c2ccccc2)C=CC(c2ccccc2)C1C(=O)O (stereo unspecified)	-10	i	/	i	0	i	i	i	3	i	-1
CC(=O)Nc1ccc(NC(=O)CSc2ccc(-c3sc(C)nc3C)nn2)cc1	-3	i	-4	i	3	i	i	i	-1	i	3
COc1cccc2cc(C(=O)Nc3cccnc3N3CCOCC3)c(=O)oc12	-2	i	0	i	4	i	i	i	5	i	1
COc1ccc(C(=O)N2CC3(CC(c4cccc(NC(=O)COc5ccc(Cl)cc5)c4)=NO3)C[C@@H]2C(N)=O)cc1 (stereo partly specified)	-8	i	2	i	1	i	i	i	-1	i	-2
Cc1ccc(NC(=O)C2CCCO2)cc1[N+](=O)[O-] (stereo unspecified)	-9	i	2	i	0	i	i	i	3	i	0
Cc1ccc(C(=O)N2CCCC2)cc1S(=O)(=O)N1CCOCC1	-8	i	-1	i	-3	i	i	i	/	i	5
Cc1ccc2oc(C(=O)N(C)CCC(O)c3ccccc3)c(C)c2c1 (stereo unspecified)	-4	i	0	i	2	i	i	i	7	i	0
COc1ccc(C)cc1Nc1n[n+](C)c(-c2c3ccccc3cc3ccccc23)s1	-13	i	7	i	1	i	i	i	-1	i	-1
NC(=O)CNC(=O)c1ccc(Cl)cc1	-8	i	-3	i	2	i	i	i	-3	i	-2
O=C(O)c1cc2cc(Cl)cc(Cl)c2oc1=O	-6	i	-1	i	-1	i	i	i	-5	i	-2
COc1ccc(NC(=O)CN(C)CC(=O)Nc2ccccc2SC)cc1	-10	i	-1	i	-1	i	i	i	0	i	0
CCOc1cc(N2CCOCC2)c(OCC)cc1NC(=O)COC(=O)CCOc1ccc(C(C)(C)C)cc1	-19	i	-4	i	2	i	i	i	-1	i	0
COc1ccc(OCC(=O)Nc2ccc(N3CCCCC3)cc2)cc1	-5	i	2	i	-2	i	i	i	-1	i	2
O=C(c1ccc2ccccc2c1)N1CCN(c2ccc(C(F)(F)F)cn2)CC1	-9	i	0	i	1	i	i	i	2	i	0
CC(C)[C@H](NC(=O)N1CC(=O)Nc2ccccc21)C(=O)N1CCC[C@H]1C(=O)O	-6	i	-1	i	2	i	i	i	-6	i	1
Cc1sc(NC(=O)/C=C/c2ccco2)c(C(=O)OC(C)C)c1C	-6	i	-2	i	-3	i	i	i	-4	i	-4
COc1ccc(NC(=O)CSc2ccc(-c3sc(C)nc3C)nn2)cc1OC	-2	i	4	i	0	i	i	i	-6	i	1
CCOc1ccc(CC(=O)N2CCN=C2SC)cc1	-13	i	4	i	-2	i	i	i	0	i	-2
